HTR5A inv ctr = inverse agonist of human HTR5A in OPRM1-OPRD1 counter-screen; inhibition, % at 9.3 µM; HTR5A cell line, luminescence, inverse agonism; 340,000 tested, 0.083% active; P47898; in the data active = inhibition mostly above about 23%, no sharp cut-off; inactive = mostly below about 18%;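 also: 0% = cells with DMSO and 100% = no-cell wells with DMSO; some compounds called inactive have numbers as strong as hits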
MOR-DOR inv ag = inverse agonists of human mu-delta opioid receptor heterodimerization. inhibition, % at 9.3 µM. cell-based MOR-DOR heterodimer luminescence, inverse agonism. 340,000 tested, 0.21% active; in the data active = inhibition above about 22%, passing the limit was not always enough;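 also: 0% = cells with DMSO and 100% = wells without cells with DMSO; values of inactives mirror those of a sister screen read the other way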
Target sequence (P35372 whole entry, looked up): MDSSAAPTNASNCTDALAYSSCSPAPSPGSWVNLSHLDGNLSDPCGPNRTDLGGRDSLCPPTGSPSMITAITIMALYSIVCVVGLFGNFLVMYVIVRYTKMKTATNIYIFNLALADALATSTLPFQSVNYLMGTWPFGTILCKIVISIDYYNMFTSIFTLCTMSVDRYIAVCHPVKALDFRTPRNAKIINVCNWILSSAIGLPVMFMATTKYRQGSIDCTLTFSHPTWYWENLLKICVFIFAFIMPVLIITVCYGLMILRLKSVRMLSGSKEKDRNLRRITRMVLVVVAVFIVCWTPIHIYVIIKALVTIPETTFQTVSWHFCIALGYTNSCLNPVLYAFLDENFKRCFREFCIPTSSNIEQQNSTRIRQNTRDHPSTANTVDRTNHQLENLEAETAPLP
Target sequence (P41143 whole entry, looked up): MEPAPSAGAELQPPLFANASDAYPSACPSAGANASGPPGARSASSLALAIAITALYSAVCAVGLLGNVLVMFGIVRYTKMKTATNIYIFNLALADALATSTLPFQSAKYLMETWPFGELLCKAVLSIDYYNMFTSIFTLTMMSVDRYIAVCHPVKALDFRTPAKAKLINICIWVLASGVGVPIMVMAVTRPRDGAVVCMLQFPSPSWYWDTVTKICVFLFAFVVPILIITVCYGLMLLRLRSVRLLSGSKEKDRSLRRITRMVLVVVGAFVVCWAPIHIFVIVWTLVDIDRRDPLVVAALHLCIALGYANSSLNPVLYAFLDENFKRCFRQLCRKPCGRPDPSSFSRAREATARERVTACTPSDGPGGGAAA
MOR-DOR ag = agonists of human mu-delta opioid receptor heterodimerization; P35372+P41143; cells, OPRM1-OPRD1 heterodimerization, luminescence; activation, % at 9.3 µM; 340,000 tested, 0.3% active; in the data active = activation above about 18%;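 also: 0% = vehicle-treated cells and 100% = reference agonist; values of inactives mirror those of a sister screen read the other way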
SUMO Mot1 rescue = SUMOylation pathway inhibition by Mot1-301 growth rescue. S. cerevisiae Mot1-301 growth rescue, ATP luminescence, 38.5C; percent above DMSO median, 100 means doubled. 320,000 tested, 1% active. growth rescue, % at 18.8 µM;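 active = every valid replicate shows activation above 250% relative to neutral control wells; inactive = the rest, any valid replicate at or below 250%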;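 also: OY570 slx delta 5 strain wells were the positive control but not used for scaling; some compounds called inactive have numbers as strong as hits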
PfHsp90 set2 = growth inhibition of yeast expressing Plasmodium Hsp90 | inhibition, % at 9.4 µM | S. cerevisiae expressing PfHsp90, BacTiter-Glo ATP, 48 h; yeast lacking PDR1 and PDR3 efflux regulators | 310,000 tested, 0.32% active;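 active = every replicate shows inhibition above about 80%, whatever the replicate mean, limit read from the data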;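 also: 0% = DMSO neutral controls and 100% = 20 µM radicicol positive controls; yeast relying on Plasmodium falciparum Hsp90 in place of its own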
Ecoli viability = reduces bacterial viability in AddAB counter-screen; AID 449728; E. coli V3065 growth, OD600 absorbance, 18 h; inhibition, % at 11.9 µM; 330,000 tested, 0.27% active;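 active = inhibition above the campaign's mean inhibition across all tested compounds plus 3 SD, cut at about 9.9% in these data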;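 also: uninfected addAB+ strain grown without phage in ampicillin broth; 0% = DMSO wells and 100% = ciprofloxacin 0.95 µg/ml wells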
Tat transport = inhibitors of E. coli Tat protein transport. E. coli MC4100 TorA-mCherry Tat export, fluorescence. inhibition, % at 10 µM. 340,000 tested, 0.036% active. AID 488895;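 active = mean replicate inhibition at least 50% and at least half of replicates individually reaching 50%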;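 also: exported cargo escapes ClpAP degradation while cytoplasmic cargo is degraded and loses fluorescence; 0% = median of neutral control wells and 100% = median of NaSCN control wells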
AddAB inh = less growth of phage-infected E. coli with AddAB; E. coli expressing H. pylori AddAB, absorbance growth; inhibition, % at 11.9 µM; 330,000 tested, 0.29% active; AID 435030; in the data active = inhibition above about 12%;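 also: 0% = vehicle wells of infected cells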
phage Ecoli inh = E. coli growth loss with phage present | growth absorbance | 360,000 tested, 0.26% active | inhibition, % at 11.9 µM; in the data active = inhibition above about 11%
PKA-R2B activ = PKA-R2B complex activation. P22694+P31323. PKA-R2B holoenzyme dissociation, Cy5-IP20 fluorescence polarization; R2B truncated from residue 108, S112A mutant; 0% DMSO only, 100% 113 µM cGMP. activation, % at 11.4 µM. 340,000 tested, 0.079% active;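 active = activation above a cutoff set at the mean over all compounds plus 3 SD, cut at about 18% in these data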;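 also: higher means more holoenzyme dissociation and a rise in polarization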
PKA-R1A act = PKA-R1A complex activation | PKA-R1A dissociation, Cy5-IP20 fluorescence polarization; scaled: DMSO 0%, 113 µM cGMP 100% | activation, % at 11.4 µM | 340,000 tested, 0.083% active;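 active = percent activation above the mean of all tested compounds plus 3 SD, cut at about 19% in these data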;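 also: higher means more PKAc released from R1A so a rise in polarization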
* hit, by the source's call; . = not tested or not shown.

SMILES	HTR5A inv ctr	MOR-DOR inv ag	MOR-DOR ag	SUMO Mot1 rescue	PfHsp90 set2	Ecoli viability	Tat transport	AddAB inh	phage Ecoli inh	PKA-R2B activ	PKA-R1A act
COc1ccc(OC)c(NC(=O)c2c(NC(=O)CNCc3ccco3)sc3c2CCC3)c1	8	3	-0.5	-8	-7	2.2	0	-1.1	0.4	-7	6
O=C(N/N=C/c1cccnc1)c1ccc([N+](=O)[O-])cc1Cl	-1	-11	1.8	4	.	1.2	10	-0.7	-2.4	-4	0
C=CCn1c(SCn2nnc3ccccc3c2=O)nnc1-c1ccc(Cl)cc1	11	12	-2.4	8	16	2.8	0	6.8	1.9	0	-2
O=c1[nH]c2ccccc2nc1-c1ccccc1	3	-9	1.7	12	-40	-0.9	-2	1.4	-0.1	-5	12
COC(=O)[C@H](C)N(Cc1ccc(Cl)c(Cl)c1)S(=O)(=O)CCN1CCN(c2ccccc2)CC1	-9	4	-0.7	.	-6	-0.4	-14	1.2	2.6	1	-3
Clc1ccc(OCCCNCc2ccccc2)c(Br)c1	6	6	-1.1	570	2	2.8	-2	2.7	2.7	6	-7
Cn1c(=O)c2c(-c3ccccc3F)c3c(nc2n(C)c1=O)-c1ccccc1C3O (stereo unspecified)	26	12	-2.0	9	1	-1.0	1	-1.0	4.4	4	-2
Cc1ccc(NS(=O)(=O)N(C)C)cc1	-15	19	-3.3	27	-16	2.4	8	-0.1	0.9	-21	-4
Cc1cc(C)n2nc(CNS(=O)(=O)c3cccc([N+](=O)[O-])c3)nc2n1	-8	8	-1.6	-9	-20	0.6	-3	2.1	2.7	1	5
CCn1c(C)c(C)c2cc(C(=O)N3CCCC3)ccc21	-28	3	-0.7	7	8	0.5	-3	5.4	2.2	1	-5
Cc1ccc(CNS(=O)(=O)c2ccc(C)s2)cc1	16	18	-3.4	28	2	1.2	10	4.1	3.7	2	15
CCOc1ccc(/C(O)=C2/C(=O)C(=O)N(CCCn3ccnc3)C2c2cccs2)cc1Cl (stereo unspecified)	-4	0	0.1	.	-51	-0.8	5	1.3	-2.0	9	7
Cn1cccc1C(=O)NC(=O)COC(=O)CCNS(=O)(=O)c1cccc(C(F)(F)F)c1	-11	6	-1.5	12	0	0.2	2	1.0	1.7	0	-8
CCOC(=O)C1CCN(C(=O)CN(c2ccc3c(c2)OCCO3)S(=O)(=O)c2ccccc2)CC1	11	10	-1.5	6	16	0.2	5	0.3	1.9	-9	3
NS(=O)(=O)c1ccc(Nc2nc(-c3cccnc3)cs2)cc1	-3	-3	0.7	-4	2	.	-4	.	3.6	0	3
Cn1ccnc1SCC(=O)Nc1ccc(F)c([N+](=O)[O-])c1	0	3	-0.6	-2	8	0.7	-1	0.7	2.6	-4	-5
COCCn1c(SCC(=O)NC(C)c2ccccc2)nc2ccccc21 (stereo unspecified)	-8	6	-1.2	11	-11	-1.3	-3	3.5	1.8	-2	-9
Cc1cc(=O)n2c3ccccc3n(CC(O)CN3CCN(Cc4ccccc4)CC3)c2c1C#N (stereo unspecified)	-15	-3	0.7	-6	-9	1.7	-1	0.8	-2.6	2	0
COc1ccc(S(=O)(=O)NNC(=O)c2ccc(-n3c(C)ccc3C)cc2)cc1	.	.	.	16	2	-2.0	1	0.2	1.9	.	.
COc1ccc(OCc2cc(C(=O)N3CCC(OC)CC3)no2)c2ccccc12	12	-40	7.3	-3	-16	0.2	11	0.4	1.2	-8	-5
COc1ccc(OC)c(NC(=O)CN2CCN(C(=O)c3ccco3)CC2)c1	4	10	-1.8	233	-19	-0.3	0	-0.9	3.5	-5	0
COc1ccc(CCNC(=O)CCc2cn(C)c3ccccc23)c(OC)c1	6	20	-4.3	10	-15	0.9	-1	1.0	2.3	-2	2
CCCCC(=NCCc1c(C)[nH]c2ccc(OC)cc12)C1=C(O)CC(c2ccccc2)CC1=O (stereo unspecified)	8	-11	2.4	-1	-5	0.2	7	1.0	-0.3	-10	-10
COC(=O)C1(Cc2ccc3c(c2)CCC3)Cc2ccc3c(c2C1=O)CCC3 (stereo unspecified)	-21	-16	3.6	.	6	.	5	.	1.9	-7	0

13 entries already listed, ordered by SMILES length, lowest first:
SMILES	HTR5A inv ctr	MOR-DOR inv ag	MOR-DOR ag	SUMO Mot1 rescue	PfHsp90 set2	Ecoli viability	Tat transport	AddAB inh	phage Ecoli inh	PKA-R2B activ	PKA-R1A act
Cc1ccc(NS(=O)(=O)N(C)C)cc1	-15	19	-3.3	27	-16	2.4	8	-0.1	0.9	-21	-4
CCn1c(C)c(C)c2cc(C(=O)N3CCCC3)ccc21	-28	3	-0.7	7	8	0.5	-3	5.4	2.2	1	-5
NS(=O)(=O)c1ccc(Nc2nc(-c3cccnc3)cs2)cc1	-3	-3	0.7	-4	2	.	-4	.	3.6	0	3
O=C(N/N=C/c1cccnc1)c1ccc([N+](=O)[O-])cc1Cl	-1	-11	1.8	4	.	1.2	10	-0.7	-2.4	-4	0
COc1ccc(OC)c(NC(=O)CN2CCN(C(=O)c3ccco3)CC2)c1	4	10	-1.8	233	-19	-0.3	0	-0.9	3.5	-5	0
COc1ccc(OCc2cc(C(=O)N3CCC(OC)CC3)no2)c2ccccc12	12	-40	7.3	-3	-16	0.2	11	0.4	1.2	-8	-5
COc1ccc(S(=O)(=O)NNC(=O)c2ccc(-n3c(C)ccc3C)cc2)cc1	.	.	.	16	2	-2.0	1	0.2	1.9	.	.
Cn1c(=O)c2c(-c3ccccc3F)c3c(nc2n(C)c1=O)-c1ccccc1C3O (stereo unspecified)	26	12	-2.0	9	1	-1.0	1	-1.0	4.4	4	-2
COc1ccc(OC)c(NC(=O)c2c(NC(=O)CNCc3ccco3)sc3c2CCC3)c1	8	3	-0.5	-8	-7	2.2	0	-1.1	0.4	-7	6
Cn1cccc1C(=O)NC(=O)COC(=O)CCNS(=O)(=O)c1cccc(C(F)(F)F)c1	-11	6	-1.5	12	0	0.2	2	1.0	1.7	0	-8
CCCCC(=NCCc1c(C)[nH]c2ccc(OC)cc12)C1=C(O)CC(c2ccccc2)CC1=O (stereo unspecified)	8	-11	2.4	-1	-5	0.2	7	1.0	-0.3	-10	-10
CCOC(=O)C1CCN(C(=O)CN(c2ccc3c(c2)OCCO3)S(=O)(=O)c2ccccc2)CC1	11	10	-1.5	6	16	0.2	5	0.3	1.9	-9	3
COC(=O)[C@H](C)N(Cc1ccc(Cl)c(Cl)c1)S(=O)(=O)CCN1CCN(c2ccccc2)CC1	-9	4	-0.7	.	-6	-0.4	-14	1.2	2.6	1	-3

Later entries.
SMILES	HTR5A inv ctr	MOR-DOR inv ag	MOR-DOR ag	SUMO Mot1 rescue	PfHsp90 set2	Ecoli viability	Tat transport	AddAB inh	phage Ecoli inh	PKA-R2B activ	PKA-R1A act
COc1ccc(C(=O)NC(=S)N2CCN(c3ccc([N+](=O)[O-])cc3)CC2)cc1	14	-5	0.9	-7	3	-4.5	-2	3.6	2.2	-10	10
CCN(CC)CCNc1oc(-c2ccccc2)nc1S(=O)(=O)c1ccccc1	-4	13	-3.3	1	2	-1.0	1	-0.3	-0.1	10	4
COc1ccc(N2CCN(C3CCCN(C(=O)CN4CCCC4=O)C3)CC2)cc1 (stereo unspecified)	-9	6	-1.1	5	-12	-2.9	-6	0.7	-1.3	-6	-2
Cc1ccc(S(=O)(=O)NC(=O)Nc2nnc(C)s2)cc1	13	10	-1.5	-9	26	1.3	34	1.1	1.4	3	-19
O=C(O)c1[nH]c2ccccc2c1C(c1cccc(O)c1)c1c(C(=O)O)[nH]c2ccccc12	15	15	-3.3	-19	-17	-0.9	7	0.4	-1.9	3	-10
CCCCCCNCC1OCc2ccccc2CO1	-15	-8	1.3	1	12	-3.9	20	0.0	5.2	1	4
COC(=O)CN1C(=S)N(C)C(=O)/C1=C/c1cccs1	-2	7	-1.0	-21	-6	0.4	-1	0.3	2.3	-7	4
COc1ccc(CCNC(=S)NC(=O)c2ccccc2)cc1C	-6	-15	2.9	-1	-10	-0.9	11	0.3	2.0	-6	-9
COc1cc(NC(=O)CSCc2ccc(Cl)cc2)c(C(=O)O)cc1OC	11	2	-0.5	98	16	-1.1	-4	2.0	-1.3	6	-6
O=C(NC(Cc1ccccc1)C(=O)N1CCN(c2ccccn2)CC1)c1ccco1 (stereo unspecified)	-9	9	-2.2	-19	16	-0.2	-2	-0.2	3.7	5	-1
Cc1cccc(-n2cnc(C(=O)NNC(=S)Nc3ccccc3)c2)n1	16	20	-3.9	34	10	-1.2	0	-2.2	3.8	-4	-3
Nc1nc(COc2ccc3ccccc3c2)cs1	-15	-7	1.2	35	2	1.1	26	2.5	2.0	1	-7
Cc1cc(C)n2c(SCC(=O)Nc3cc(C)on3)nnc2n1	1	9	-1.5	-2	-9	-0.8	-2	0.2	0.9	2	5
Cc1ccc2nc(NCc3ccc(F)cc3)c3nncn3c2c1	4	-28	5.2	15	-6	-1.1	-3	-0.3	3.4	6	3
CC(C)NS(=O)(=O)c1ccc(OCC(=O)Nc2ccc3c(c2)OCO3)c(Cl)c1	-16	-7	1.7	-13	-18	-1.3	0	-0.3	4.3	-11	-2
CCN(CC)S(=O)(=O)c1ccc(C)c(NC(=S)NC2CCCCC2)c1	-9	9	-1.8	104	6	0.9	-3	-1.3	0.8	-11	-8
CCN1CCN(C(=O)C2CCN(S(=O)(=O)c3ccc(Br)cc3)CC2)CC1	-5	14	-2.7	-10	9	.	-10	.	2.6	3	-1
COc1ccc(C(=O)NCCCN2CCOCC2)cc1S(=O)(=O)N1CCCc2ccccc21	-19	7	-1.3	27	18	0.1	-8	-0.5	2.4	-7	-5

2 compounds drawn at random from those above, as already listed:
SMILES	HTR5A inv ctr	MOR-DOR inv ag	MOR-DOR ag	SUMO Mot1 rescue	PfHsp90 set2	Ecoli viability	Tat transport	AddAB inh	phage Ecoli inh	PKA-R2B activ	PKA-R1A act
Cc1cc(C)n2c(SCC(=O)Nc3cc(C)on3)nnc2n1	1	9	-1.5	-2	-9	-0.8	-2	0.2	0.9	2	5
Cn1ccnc1SCC(=O)Nc1ccc(F)c([N+](=O)[O-])c1	0	3	-0.6	-2	8	0.7	-1	0.7	2.6	-4	-5

Screening data (PubChem BioAssay)
